Tau fluor counter: counter-screen for tau fibril formation inhibitors; tau K18 P301L Alexa594 fluorescence, heparin fibrillization; Potency, µM (series often up to 57.7 µM), for the others: at the top dose activity change, negative = decrease; 280,000 compounds, 0.93% hits; also: nearly all actives have a fitted effect of over 55% in size
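Human tau K18 P301L (15 uM unlabeled, 0.24 uM Alexa 594-labeled) in 100 mM sodium acetate pH 7 with 20 uM heparin, 6 hr at 37 C. ThT 30 uM added, 1 hr ambient; Alexa 594 FP and total fluorescence read at 555/632 nm.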
GLA spleen mod: inhibits or activates alpha-galactosidase in human spleen homogenate | human spleen homogenate, 4MU-alpha-Gal fluorescence, 40 min | P06280 | AID 2107 | 240,000 compounds, 0.008% hits | Potency, µM (top dose mostly 80 µM), inactives show top-dose activity change, negative = inhibition, actives largely listed as inhibitors;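 also: 0% = enzyme with vehicle and -100% = no enzyme basal signal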
Target sequence (P06280 32-429 limits assumed): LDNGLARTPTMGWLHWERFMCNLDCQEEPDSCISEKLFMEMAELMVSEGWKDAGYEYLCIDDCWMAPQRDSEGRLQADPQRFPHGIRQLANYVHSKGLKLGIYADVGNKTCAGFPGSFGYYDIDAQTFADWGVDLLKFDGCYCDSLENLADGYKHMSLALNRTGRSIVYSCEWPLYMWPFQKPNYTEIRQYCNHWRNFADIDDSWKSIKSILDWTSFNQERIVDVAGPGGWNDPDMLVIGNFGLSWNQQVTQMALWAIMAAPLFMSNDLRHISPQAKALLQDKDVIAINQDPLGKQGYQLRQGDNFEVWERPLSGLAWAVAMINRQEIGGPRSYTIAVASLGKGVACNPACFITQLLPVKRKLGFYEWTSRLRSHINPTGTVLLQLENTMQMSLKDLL
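Spleen homogenate 1 ug + cpd (titration) + 4-MU-alpha-D-galactopyranoside 1 mM; 37C 40 min; 50 mM citrate/phosphate pH 5.0, 0.01% Tween-20; stop pH 10; fluorescence 365/440; AC50 via Hill.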
L3MBTL1 inh: inhibitors of human L3MBTL1. Q9Y468. AlphaScreen L3MBTL1–H3K9me1 peptide binding. Potency, µM (highest dose often 57.1 µM), without a hit: at the top dose activity, negative = inhibition, most hits filed as inhibitors. 230,000 compounds, 0.66% hits. AID 485360; also: nearly all actives have a fitted effect of over 60% in size
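L3MBTL1 50 nM + b-AHA-H3(1-15)K9me1 75 nM, 30 min RT; compound added, 30 min RT; streptavidin donor/Ni-chelate acceptor beads 10 ug/mL each final, 30 min RT dark; AlphaScreen read.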
Tau ThT inhib: tau fibrillization inhibition (ThT binding); AID 1460; recombinant tau K18 P301L (four-repeat tau fragment), heparin-induced fibrillization, ThT fluorescence; P10636; 270,000 compounds, 2.1% hits; Potency, µM (titrated, usually from 57.4 µM), for inactives: at the highest dose activity, negative = inhibition, actives largely listed as inhibitors; also: nearly all actives have a fitted effect of over 55% in size
Target sequence (P10636 561-689 P618L limits assumed): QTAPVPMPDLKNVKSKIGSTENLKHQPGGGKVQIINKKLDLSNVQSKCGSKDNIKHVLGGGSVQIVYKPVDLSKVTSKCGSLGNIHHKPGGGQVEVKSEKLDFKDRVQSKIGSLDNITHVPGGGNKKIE
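Heparin-induced (20 uM) aggregation of recombinant human K18 P301L tau, 15 uM unlabeled with 0.24 uM labeled, pH 7 acetate buffer, 6 hr at 37 C with compound. Fibrils quantified by 30 uM ThT fluorescence after 1 hr ambient incubation.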
TR SRC2 fluor cs: Texas Red fluorescence interference in TRb-SRC2 counter-screen | TRb/SRC2 Texas Red total fluorescence interference | Potency, µM (top dose mostly 106 µM), inactives show at the highest dose fluorescence change, negative = quenching | 280,000 compounds, 0.29% hits | AID 1479; active = well fitted curve in either direction with a large enough effect; inconclusive = small, poorly fitted or top-dose-only effect
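Human TRβ ligand-binding domain (0.6 uM) and Texas Red SRC2 peptide (20 nM) in Tris buffer with 1 uM T3 and 5% DMSO were incubated with pinned compound for 5 hr at ambient temperature. Total fluorescence was computed as S + 2P (555/632 nm).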
TRb SRC2 PPI: inhibitors of human thyroid hormone receptor beta-SRC2 interaction. P10828. Potency, µM (top dose mostly 106 µM), for the others: top-dose activity change, negative = inhibition, usual class: inhibitors. 280,000 compounds, 0.065% hits. TRbeta-SRC2 peptide binding, fluorescence polarization; receptor liganded with 1 µM T3;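 also: plate controls were bound peptide for no effect and peptide without receptor for full effect; nearly all actives have a fitted effect of over 50% in size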
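Each compound concentration gave % activity, normalized to unbound and bound Texas Red SRC2 controls, from polarization read after 5 hr ambient incubation with T3-loaded human TRb LBD.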
ALDH1A1 inh: blocks purified human ALDH1A1 activity. P00352. Purified ALDH1A1, NADH fluorescence, propionaldehyde substrate. Potency, µM (titrated, usually from 75.3 µM), for the others: at the highest dose activity, negative = inhibition, usual class: inhibitors. 220,000 compounds, 7.3% hits. AID 1030; active = well fitted inhibition curve with a large enough effect, not every such curve was filed as active; inconclusive = small, poorly fitted or top-dose-only effect, or another doubt; inactive = no such curve, though single readings can be large or run the other way;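 also: plate controls were no enzyme wells and a reference inhibitor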
Target sequence (P00352 whole entry, looked up): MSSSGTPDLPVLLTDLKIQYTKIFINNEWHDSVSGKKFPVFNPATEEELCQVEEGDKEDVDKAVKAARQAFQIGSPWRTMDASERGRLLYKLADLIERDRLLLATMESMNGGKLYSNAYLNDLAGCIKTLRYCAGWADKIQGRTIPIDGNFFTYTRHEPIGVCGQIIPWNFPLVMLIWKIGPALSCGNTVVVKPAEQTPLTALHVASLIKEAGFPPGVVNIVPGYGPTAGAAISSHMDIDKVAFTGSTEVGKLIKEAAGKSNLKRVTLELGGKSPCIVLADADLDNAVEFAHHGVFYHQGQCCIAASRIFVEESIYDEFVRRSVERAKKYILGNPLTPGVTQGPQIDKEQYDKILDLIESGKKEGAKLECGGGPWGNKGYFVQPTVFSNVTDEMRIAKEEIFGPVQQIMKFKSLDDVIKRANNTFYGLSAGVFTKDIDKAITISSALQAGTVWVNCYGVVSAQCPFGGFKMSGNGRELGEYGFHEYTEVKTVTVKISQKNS
Tau fibril FP: tau fibrillization inhibition (FP); P10636; K18 P301L tau heparin fibrillization, Alexa594 FP, 6 h; Potency, µM (top dose mostly 57.7 µM), for the others: at the top dose activity, negative = inhibition, usual class: inhibitors; 280,000 compounds, 0.39% hits; AID 1468; also: nearly all actives have a fitted effect of over 55% in size
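FP of Alexa 594-tau after heparin (20 uM) induction. Substrate: human K18 P301L, 15 uM unlabeled, 0.24 uM labeled. Buffer 100 mM sodium acetate pH 7. 6 hr, 37 C.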
Numbers without * were called inactive; ? = inconclusive; nt = not tested or not shown; & = joins results of further samples; [ ] = another dose, or the depositor's remark. Unless noted, calls follow the shape of the dose curve; as a rule, active = well fitted curve in the direction sought with a large enough effect; inconclusive = small, poorly fitted or top-dose-only effect, or another doubt; inactive = no such curve, though single readings can be large; an effect the other way counts as inactive or inconclusive. Unless noted, % is scaled to controls: 0 for no effect and ±100 for the full control effect; potency is read from the fitted curve at half-maximal effect. Compounds as they come; about 8.5% have a hit in one of these screens.

Every second line gives: Tau fluor counter | GLA spleen mod | L3MBTL1 inh | Tau ThT inhib | TR SRC2 fluor cs | TRb SRC2 PPI | ALDH1A1 inh | Tau fibril FP
> O=C(Nc1ccc(S(=O)(=O)N2CCC(c3nc4ccccc4s3)CC2)cc1)c1ccccc1F
    3% | nt | nt | 3% | 0% | 5% | nt | -1%
> CCC/C=C/C(C)O (centres undefined)
    -4% | 0% | nt | -3% | -2% | -6% | 7% | -1%
> CCOc1ccccc1CNC(=O)CCc1c(C)nn(-c2ccc(N3CCCCC3)nn2)c1C
    -4% | nt | nt | -14% | -9% | 5% | nt | 8%
> CCC(Sc1nnc(-c2ccc(OC)cc2)c(-c2ccc(OC)cc2)n1)C(=O)Nc1cccc(OC)c1 (centres undefined)
    -28% | nt | nt | -11% | 0% | -3% | nt | ?
> C/C(=N\Nc1cccc2cccnc12)c1ccc(C)cc1
    -25% | 3% | 2%[11.4 µM] | ? | 0% | 0% | ? | -5%
> COc1cc(NC(=O)C2=CC(c3ccc(F)cc3)=NS(=O)(=O)N2C)cc(OC)c1OC
    -6% | nt | nt | -8% | -1% | 6% | nt | ?
> CC(NC(=O)Nc1ccccc1)c1ccccc1 (centres undefined)
    -3% | 4% | nt | -1% | -4% | 4% | 3% | 6%
> COc1cc(CC(=O)Nc2ccc(S(=O)(=O)NC3=NCCCCC3)cc2)cc(OC)c1OC
    -6% | 2% | -6% | 1% | -3% | -3% | -4% | -13%
> COc1cc(C(=S)N2CCCC2)ccc1OS(=O)(=O)c1ccc(NC(C)=O)cc1
    9% | 3% | -23% | 12% | -3% | 7% | ? | 11%
> COc1ccc(NC(=O)N2CCN(c3nc4ccccc4n3C(C)C)CC2)cc1
    1% | 7% | 12% | -9% | 0% | -8% | 1% | 6%
> Oc1c(C(c2ccc(F)cc2)N2CCCC2)sc2nc(-c3ccco3)nn12 (centres undefined)
    -5% | nt | nt | -10% | -1% | -6% | nt | 1%
> Cc1ccc(-c2cc(C(=O)NCCc3ccccc3)c3c(-c4ccc(C)cc4)[nH]nc3n2)cc1
    -9% | nt | nt | 5% | 0% | 5% | nt | -11%
> Cc1ccc(Cc2nc3ccccc3nc2SCC(=O)N2CCN(c3ccccc3)CC2)cc1
    -16% | nt | nt | -14% | 1% | 2% | nt | 7%
> CC1CCCC(=C\c2ccccc2)/C1=N/O (centres undefined)
    1% | 3% | -4% | 2% | -2% | -7% | -8% | 5%
> Cc1cc(-c2ccccc2)n2ncc(-c3ccccc3)c2n1
    -20% | 5% | 39%[activator] | ? | -1% | 2% | 14% | ?
> CC(C)(C)c1ccc(OCC(=O)OCCNC(=O)c2cccnc2)cc1
    -4% | -5% | 8% | -14% | -5% | -7% | -2% | ?
> CCCC(=O)Nc1cc2nn(-c3ccc(OC)cc3)nc2cc1C
    -7% | nt | nt | -13% | -27% | 3% | nt | 4%
> O=Cc1c(N2CCCCCC2)nc2ccccn2c1=O
    -2% | 2% | nt | -9% | -3% | -6% | ? | 5%
> CC(=O)OCc1c(C(F)(F)F)nn(C)c1SCc1ccc(Cl)cc1
    -7% | 19% | nt | -1% | -4% | 2% | -7% | 3%
> Cc1ccc(NC(=O)c2cc(S(=O)(=O)N3CCc4ccccc43)cn2C)c(Cl)c1
    ? | nt | nt | ? | -79% | -19% | nt | 4%
> COc1ccc(NC(=O)CCCN2C(=O)C(c3ccccc3)Oc3cccnc32)c(OC)c1 (centres undefined)
    -1% | nt | nt | 0% | -2% | 8% | nt | 3%
> O=C(NNc1ccccc1)C(=O)NNS(=O)(=O)c1ccc(CCCl)cc1
    -13% | -2% | -1% | -13% | 0% | 6% | 6.3µM* | -5%
> COC(=O)[C@H](C)NC(=O)COc1ccccc1
    0% | -21% | nt | -3% | -1% | -22% | -8% | -1%
> COc1ccc(CC(=O)NNC(=O)CCC(=O)Nc2cc(C)ccc2C)cc1
    -4% | 1% | 10% | -1% | 1% | 2% | 1% | 0%
> Cc1oc2ncn(CC(C)C)c(=O)c2c1C(=O)NCCCN(Cc1ccccc1)C(C)C
    -3% | nt | nt | 1% | ? | -19% | nt | 2%
> COc1cc([N+](=O)[O-])cc(/C=N/NC(=O)Cn2nccc2C)c1O
    -10% | 7% | nt | nt | -2% | 1% | nt | -5%
> CCC(Oc1ccccc1)C(=O)Nc1ccccn1 (centres undefined)
    -11% | 0% | -11% | -8% | 2% | -5% | 2.8µM* | -4%
> COC/C=C/C1=CC2=CC(=O)C(C)(OC(=O)c3cnc4ccccc4n3)C(=O)C2=CN1CC(C)C (centres undefined)
    -12%[11.6 µM] | 2%[17.5 µM] | nt | -15%[11.5 µM] | -2%[11.2 µM] | 1%[11.2 µM] | -14%[13.5 µM] | 5%[11.6 µM]
> CCOc1ccc(NC(=O)CCCc2nnc3n(C)c(=O)c4sccc4n23)cc1
    -8% | nt | nt | -6% | -2% | -7% | nt | -3%
> O=C(NC12CC3CC(CC(C3)C1)C2)c1ccc(-c2ccc(Br)cc2)o1
    -10% | -15% | 0% | -13% | -3% | 4% | ? | -9%
> Cc1nnc(C)c2c(C)n(-c3cccc4cccnc34)c(C)c12
    -3% | 7% | -2% | ? | 0% | 1% | -1% | -5%
> Brc1ccc2c(c1)CNc1c(ncnc1N1CCOCC1)O2
    -5% | 3% | -3% | 0% | -1% | 0% | 15% | -8%
> O=C(CC(NC(=O)c1ccccc1Cl)c1ccccc1)NC1=NCCS1 (centres undefined)
    6% | -8% | 1% | 0% | -2% | 1% | 0% | 7%
> Cc1ccc(C(=O)NNC(=O)CSc2nnc(-c3ccccc3)n2Cc2ccccc2)cc1
    -9% | 5% | 5% | -4% | -5% | -1% | -4% | 7%
> Cc1cccc(OCCn2nnc3sc4c(c3c2=O)CCCC4)c1
    -21% | nt | nt | ? | 0% | -7% | nt | -8%
> O=c1cc2nc(-c3ccccc3F)nc(SCc3ccc(Br)cc3)n2[nH]1
    -29% | nt | nt | ? | -3% | -4% | nt | ?
> O=S(=O)(Nc1nccs1)c1ccc(Nc2nnc(-c3ccccc3)c3ccccc23)cc1
    -10% | -5% | -8% | 14% | 1% | 19% | -7% | -9%
> Cc1cc(C)n2c(SCCN3C(=O)c4ccccc4C3=O)nnc2n1
    2% | 7% | 18% | 4% | -2% | 4% | -9% | 3%
> Cc1cccc(C(=O)NCc2ccc(S(N)(=O)=O)cc2)c1[N+](=O)[O-]
    0% | 9% | -4% | 2% | -3% | -8% | -4% | 5%
> Cc1cc(C)c(NC(=O)CSc2nc3c(c(=O)n2C)SC(C)C3)c(C)c1 (centres undefined)
    -6% | 4% | 9% | -15% | -1% | 4% | 3% | -2%
> CCCCc1c(C)nc2ccc(C)cc2c1SCCC(=O)O
    2% | 4% | 12% | -4% | -1% | -7% | ? | 5%
> N#CC1=C(N)OC2=C(C(=O)CCC2)[C@]12C(=O)N(CC(N)=O)c1ccccc12
    -3% | -5% | 3% | -6% | -1% | 5% | 9% | 0%
> COc1ccccc1NC(=O)CN1C(=O)NC(C)(C)C1=O
    0% | 4% | 4% | -3% | 0% | -2% | -3% | -1%
> C=CCC1(O)CC(c2ccco2)NC(c2ccco2)C1CCC (centres undefined)
    -8% | 5% | nt | -11% | 4% | -26% | ? | -3%
> COC(=O)c1cc2n(n1)CCN(Cc1ccc(C)cc1)C2=O
    4% | 1% | -10% | -7% | 1% | -4% | 4% | 8%
> COc1ccc(-n2c(=O)cc(N3CCCCCC3)[nH]c2=O)cc1
    6% | 6% | -3% | -1% | -2% | -6% | -5% | 4%
> Cc1onc(-c2c(Cl)cccc2Cl)c1C(=O)NCC1CCCO1 (centres undefined)
    0% | 4% | 11% | -6% | -1% | -5% | 2% | 5%
> Cc1cccc(N2CCN(C(=O)c3cccc(N4C(=O)C5CC=CC(C)C5C4=O)c3)CC2)c1C (centres undefined)
    -12% | -1% | nt | ? | -1% | -3% | -4% | -1%
> Cc1ccc(-n2cc3c(c2-c2ccccc2Br)c(=O)n(C)c(=O)n3C)cc1N
    -21% | nt | nt | ? | 0% | -7% | nt | 3%
> Cc1cccc(-n2c3nc(=O)[nH]c(=O)c-3cc3c(C)nn(-c4ccccc4)c32)c1C
    -3%&-1% | ? | 0% | -1%&-6% | 0%&-4% | 4%&-22% | ? | -1%&14%
> CCN(CC)C(=O)C(Sc1ccccc1)c1ccccc1 (centres undefined)
    3% | 6% | nt | -2% | -6% | 4% | 4% | 5%
> COC(=O)N[C@H](CC(C)=O)c1ccccc1
    -10% | 3% | 4% | -9% | -2% | -3% | 5% | 9%
> Cc1onc(-c2ccccc2)c1C(=O)OCC(=O)Nc1cc(S(=O)(=O)N2CCOCC2)ccc1Cl
    -21% | 0% | 3% | -3% | -1% | -1% | -3% | -7%
> Cc1c(Cl)cccc1NC(=O)CSc1nc(=O)[nH]c2c1CCCC2
    -6% | nt | nt | -6% | -1% | -3% | nt | ?
> COc1ccc(C(=O)Nc2cccc(/C=C/c3nc4ccccc4c(=O)[nH]3)c2)cc1
    ? | 4% | nt | ? | -2% | 1% | nt | -5%
> CCOc1cccc(/C(O)=C2/C(=O)C(=O)N(CCOC)C2c2ccc(C)o2)c1 (centres undefined)
    5% | 5% | -5% | -8% | 2% | -3% | -15% | 7%
> COc1ccccc1N1CCN(S(=O)(=O)c2cc3[nH]c(=O)c(=O)[nH]c3cc2C)CC1
    -12% | nt | nt | -3% | -2% | 11% | nt | 4%
> CC(=O)NN1C(=O)c2ccccc2NC1c1ccoc1 (centres undefined)
    3% | 12% | nt | 1% | -1% | 1% | ? | 8%
> CCOc1ccc(NC(=O)Cn2c(=O)n(Cc3ccc(C(=O)NCc4ccc(C)cc4)cc3)c(=O)c3ccccc32)cc1
    -23% | nt | nt | 0% | -1% | -9% | nt | ?
